TRPC4 PAM: allosterically enhances the mouse TRPC4 cation channel; Q9QUQ5; HEK293 TRPC4beta/mu-opioid, DAMGO EC20, Fluo-4 Ca2+ flux; stronger effect = higher value; B-score at 10 µM; 310,000 tested, 0.42% active; AID 2227;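 active = B-score of calcium response area above 5 SD of library B-scores, with initial fluorescence ratio within 5 SD of library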;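 also: B-score of integrated fluorescence ratio over time as area under calcium response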
Target sequence (Q9QUQ5 whole entry, looked up): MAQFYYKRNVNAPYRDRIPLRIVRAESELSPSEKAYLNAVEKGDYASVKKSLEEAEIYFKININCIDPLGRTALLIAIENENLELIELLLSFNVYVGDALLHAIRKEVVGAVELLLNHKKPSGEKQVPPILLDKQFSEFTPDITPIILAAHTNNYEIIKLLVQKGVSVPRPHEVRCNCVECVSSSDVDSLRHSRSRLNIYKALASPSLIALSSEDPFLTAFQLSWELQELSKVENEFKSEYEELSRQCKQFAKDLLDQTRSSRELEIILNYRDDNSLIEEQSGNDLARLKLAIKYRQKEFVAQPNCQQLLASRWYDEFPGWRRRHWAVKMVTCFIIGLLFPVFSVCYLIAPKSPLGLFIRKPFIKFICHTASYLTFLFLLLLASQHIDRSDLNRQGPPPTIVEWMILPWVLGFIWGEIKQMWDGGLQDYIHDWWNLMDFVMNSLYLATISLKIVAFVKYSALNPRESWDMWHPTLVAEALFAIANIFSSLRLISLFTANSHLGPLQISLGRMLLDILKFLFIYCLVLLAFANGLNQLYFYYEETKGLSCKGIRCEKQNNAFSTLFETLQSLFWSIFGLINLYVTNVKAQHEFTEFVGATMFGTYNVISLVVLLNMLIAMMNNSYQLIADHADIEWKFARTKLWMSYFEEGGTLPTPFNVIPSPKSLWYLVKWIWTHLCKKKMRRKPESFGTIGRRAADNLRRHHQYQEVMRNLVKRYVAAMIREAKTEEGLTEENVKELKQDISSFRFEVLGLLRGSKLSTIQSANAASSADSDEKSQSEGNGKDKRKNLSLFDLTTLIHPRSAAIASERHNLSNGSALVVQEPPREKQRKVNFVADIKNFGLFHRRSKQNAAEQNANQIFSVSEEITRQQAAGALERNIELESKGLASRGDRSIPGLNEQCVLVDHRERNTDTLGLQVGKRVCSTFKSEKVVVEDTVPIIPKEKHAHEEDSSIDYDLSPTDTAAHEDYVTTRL
TRPC4 act: activators of mouse TRPC4 channel; HEK293 TRPC4beta/mu-opioid, Fluo4 calcium fluorescence; stronger effect = higher value; B-score at 10 µM; 310,000 tested, 0.49% active;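 active = B-score above 5 SD of library B-scores, and initial fluorescence ratio not above library mean plus 5 SD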;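 also: positive B-score marks a calcium rise read as TRPC4 activation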
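Incubation: 45 min room-temperature Fluo4 loading, 110 s read / System: HEK293 cells stably co-expressing mouse TRPC4beta and mu-opioid receptor / Signal: Fluo4 fluorescence, kinetic / Control set: buffer (low) and maximal DAMGO (high) / Measure: integrated baseline-normalised fluorescence ratio, converted to per-well B score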
TRPC6 inhibitor: inhibitors of mouse TRPC6 channel; 310,000 tested, 1.1% active; HEK293-TRPC6, membrane potential dye, ACh-evoked depolarization; stronger effect = lower value; B-score at 10 µM; Q61143;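 active = B-score under library mean minus 3 SD, initial fluorescence not abnormally high, positive integrated signal ratio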;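 also: B-score derived from integrated fluorescence ratio over the kinetic read; more negative B-score means stronger inhibition of depolarization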
TMEM16A inh: inhibitors of mouse TMEM16A calcium-activated chloride channel; 310,000 tested, 1.2% active; Q8BHY3; HEK293 TMEM16A/YFP iodide influx fluorescence, ionomycin; AID 588511; normalized B-score (activity score, 25-100; higher = stronger inhibition) at 10 µM;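 active = ratio plate-corrected score three or more library SD toward inhibition, starting fluorescence score within five deviations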;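 also: score derived from kinetic fluorescence span divided by baseline fluorescence per well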
TMEM16A act: activators or potentiators of mouse TMEM16A chloride channel; B-score at 10 µM; Q8BHY3; 340,000 tested, 0.3% active; HEK293 TMEM16A/YFP-H148Q/I152L, iodide quench fluorescence; stronger effect = lower value;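 active = fluorescence-ratio B-score plate-corrected deviation score at least 3 library SD below zero, with starting fluorescence score within 5 deviations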;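 also: channel opened by trigger with iodide after compound preincubation; score built on the fluorescence ratio of max minus min over baseline; more negative score means more quench and so TMEM16A activation or potentiation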
RGS4 block: inhibitors of human RGS4; P49798; HEK293 M3R/RGS4 inducible, Fluo-4 calcium flux; stronger effect = higher value; triggered by carbachol at its EC20; B-score at 10 µM; 310,000 tested, 0.45% active; AID 463165;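 active = B-score, a plate-corrected calcium signal, over three deviations above library mean, with baseline fluorescence within five deviations of library mean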;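 also: RGS4 expression induced by doxycycline in cells with stable M3 receptor; B-score is computed from the integrated fluorescence ratio over baseline after carbachol; higher B-score means a larger calcium signal and so more RGS4 inhibition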
MrgX1 agonist: activates human MrgX1 receptor signaling; AID 588627; 310,000 tested, 0.44% active; MrgX1-HEK293 cells, Fluo-4 calcium fluorescence, agonist mode; stronger effect = higher value; B-score at 10 µM; Q96LB2;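 active = calcium response B-score plate-corrected fluorescence ratio at least 3 library SD, with starting fluorescence B-score inside 5 SD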
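times = overnight plating, then 30 min 37 °C plus 30 min room-temperature dye loading | assay system = stable human MrgX1 HEK293 cell line | input = fifteen thousand cells per well | signal = kinetic calcium dye fluorescence, Fluo-4 NW | dosing = compound delivered in addition one of three | read-out = B-scored fluorescence response ratio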
MrgX1 antag: antagonists of human MrgX1 receptor. Q96LB2. AID 588676. 310,000 tested, 1.3% active. MRGX1-HEK293 calcium flux, Fluo-4, BAM8-22 antagonism; stronger effect = lower value. B-score at 10 µM;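 active = calcium-response B-score plate-corrected more than 3 library SD below zero, starting fluorescence within 5 deviations, no agonist response on first addition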;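 also: peak minus trough fluorescence over baseline after final BAM8-22 challenge near maximal dose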
TRPC6 activator: activators of mouse TRPC6 channel | Q61143 | HEK293-TRPC6 membrane potential dye fluorescence; stronger effect = higher value | B-score at 10 µM | 310,000 tested, 0.13% active | AID 2550;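 active = B-score of the integrated fluorescence ratio above library mean plus 3 SD, and starting fluorescence ratio within library mean plus 5 SD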;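 also: higher score means more depolarization so channel activation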
MrgX1 allo act: human MrgX1 positive allosteric modulation, primary screen; Q96LB2; MrgX1-HEK293, Fluo-4 calcium flux, FDSS; stronger effect = higher value; B-score at 10 µM; 310,000 tested, 0.63% active;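 active = plate-corrected calcium response at least 3 library SD above typical, normal starting fluorescence, not activating the receptor alone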;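 also: compound read alongside a low EC10 to EC30 dose of BAM8-22 agonist; peak minus trough fluorescence over baseline measured at the second addition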
TRPC4 inh: inhibitors of mouse TRPC4 channel; 300,000 tested, 0.39% active; B-score at 10 µM; Q9QUQ5; HEK293 TRPC4beta/mu-opioid, DAMGO-evoked Fluo4 calcium flux; stronger effect = lower value; AID 2247;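 active = B-score over 3 SD under the library average, no early fluorescence shift, positive overall ratio signal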
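Assay system: Stable TRPC4beta/mu-opioid receptor HEK293 cells | Reagent: DAMGO in two steps, submaximal then maximal | Compound dosing: Single concentration per test compound | Signal: Fluo4 Ca2+ flux fluorescence | Evaluation: Per-well B score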
* marks the source's active call; other numbers are inactive results; i = inactive; x = no result given.

molecule	TRPC4 PAM	TRPC4 act	TRPC6 inhibitor	TMEM16A inh	TMEM16A act	RGS4 block	MrgX1 agonist	MrgX1 antag	TRPC6 activator	MrgX1 allo act	TRPC4 inh
Cc1ccc(NC(=O)c2c(NC(=O)CCC(=O)O)sc3c2CCCCC3)cc1	i	i	i	i	i	i	i	i	i	i	i
CCOC(=O)c1ccccc1NC(=O)COC(=O)CN1C(=O)C2CC=CCC2C1=O (stereo not given)	i	i	i	i	i	i	i	i	i	i	i
C/C(N)=C(/C#N)C(=O)COC(=O)c1cccc2ccccc12	i	i	i	i	i	i	i	i	i	i	i
CCCc1nc2oc3c(OCC)ncnc3c2c2c1COC(C)(C)C2	i	i	i	i	i	i	i	i	i	i	i
O=C(CSc1nc(=O)n(CCCN2CCOCC2)c2c1CCC2)Nc1cccc(F)c1	i	i	i	i	i	i	i	i	i	i	i
O=C(NC1CCCCC1)OCCN1CCN(Cc2ccccc2)CCC1=O	i	i	i	i	x	i	i	i	i	i	i
COC(=O)c1ccc(OC)c(Cn2c(=O)n(C)c(=O)c3sccc32)c1	i	i	i	i	i	i	i	i	i	i	i
CN(CC(=O)NC1CCCCC1)S(=O)(=O)c1ccc(Br)s1	i	i	i	i	i	i	i	i	i	i	i
Cc1noc(C)c1CSc1ncnc2ccccc12	i	i	i	i	i	i	i	-7.66*	i	i	i
O=S(=O)(c1ccc(Cl)cc1)N1CCCc2ccccc21	i	i	i	i	i	i	i	i	i	i	i
CC1=C(C(=O)N2CCCCC2)C(c2cccs2)C2=C(CCCC2=O)N1 (stereo not given)	i	i	i	i	i	i	i	i	i	i	i
CCC(C(=O)NC1CCCC1)N(Cc1ccc2c(c1)OCO2)C(=O)c1snc(C(N)=O)c1N (stereo not given)	i	i	i	i	i	i	i	i	i	i	i
Cc1ccc(NC(=O)CSc2nnc(CSc3nc(C)cc(C)n3)n2Cc2ccco2)c(C)c1	i	i	i	i	i	i	i	i	i	i	i
O=C(CNc1ccc2ccccc2c1)NNC1=NCCC1	i	i	i	i	i	i	i	i	i	i	i
O=C(COc1ccccc1)NNc1nc2c(F)cc(F)cc2s1	i	i	i	i	i	i	i	i	i	i	i
CCC(C)(C)NC(=O)C1CCC(CNS(=O)(=O)c2cccc3nsnc23)CC1 (stereo not given)	i	i	i	i	i	i	i	i	i	i	i
COc1ccc(Nc2nc(Cl)nc(NCc3ccco3)n2)cc1	i	i	i	i	i	i	i	i	i	i	i
O=C(O)c1ccc(N=Cc2c(O)ccc3oc4c(c23)CCCC4)cc1	i	i	i	i	i	i	i	i	i	i	i
CCCOC1CCCN(Cc2nc(-c3ccc(C(=O)OC)cc3)no2)C1 (stereo not given)	i	i	i	i	i	i	i	i	i	i	i
CCC(=O)/C=C1\Sc2ccc(OC)cc2N1CCO	i	i	i	i	i	i	i	i	i	i	i
COc1ccc(C(CC(=O)O)NC(=O)COc2ccccc2)cc1OC (stereo not given)	i	i	i	i	i	i	i	i	i	i	i
CCOC(=O)c1c(C)oc2ccc(OCC(=O)N(CC)CC)cc12	i	i	i	i	i	i	i	i	i	i	i
CCOC(=O)Nc1ccc(C)cc1NC(=O)OCC	i	i	i	i	i	i	i	i	i	i	i
C#CCN1C(=O)S/C(=C\c2ccc(-c3ccc(Cl)c(C(=O)O)c3)o2)C1=O	i	i	i	i	i	i	i	i	i	i	i
COc1cccc(C(=O)Oc2cc3c4c(c2)C(C)=CC(C)(C)N4C(=O)C3=O)c1	i	i	i	i	i	i	i	i	i	i	i
CS(=O)(=O)N(Cc1ccc(Cl)cc1)c1ccc(C(=O)NCCC2=CCCCC2)cc1	i	i	i	i	i	i	i	-5.44*	i	i	i
Cc1ccc(C)c(NC(=O)c2ccc(S(=O)(=O)N(C)CC3CCCO3)cc2)c1 (stereo not given)	i	i	i	i	i	i	i	i	i	i	i
CCn1cc(C(=O)Nc2ccc(Cl)cc2Cl)cn1	i	i	i	i	i	i	i	i	i	i	i
COc1ccc(-c2cc(C(=O)N3CCN(S(=O)(=O)c4ccccc4)CC3)[nH]n2)cc1	i	i	i	i	i	i	i	i	i	i	i
O=C(O)CCc1ccc(-c2ccccc2)n1-c1cccc(C(=O)O)c1	i	i	i	i	i	i	i	i	i	i	i
O=C(CCn1c(=O)oc2ccccc21)NCc1cccs1	i	i	i	i	i	i	i	i	i	i	i
C/C(=N/Nc1nc(C)cc(C)n1)c1ccc(Br)cc1	i	i	i	i	i	i	i	i	i	i	i
Cc1noc(C)c1CCC(=O)N1CCCC(CCC(=O)NCc2ccccc2F)C1 (stereo not given)	i	i	i	i	x	i	i	i	i	i	i
CCC1CCCN1Cn1cnc2c([nH]c3ccccc32)c1=O (stereo not given)	i	i	i	i	i	i	i	i	i	i	i
O=C(O)C(F)=C(c1ccccc1)c1ccccc1	i	i	i	i	i	i	i	i	i	i	i
O=C(N/N=C/c1ccccn1)c1ccc(NC(=O)c2cccc([N+](=O)[O-])c2)cc1	i	i	i	i	i	i	i	i	i	i	i
Cc1sc2nc(SCC(=O)N3CCOCC3)[nH]c(=O)c2c1-c1ccccc1	i	i	i	i	i	i	i	-5.07*	i	i	i
c1ccc(-c2nnc(CSc3nnc(-c4ccncc4)n3Cc3ccco3)o2)cc1	i	i	i	i	x	i	i	i	i	i	i
C/C(=N\N=C(c1ccccc1)c1ccccc1)c1cccs1	i	i	i	i	i	i	i	i	i	i	i
CC(C)Oc1ccc(S(=O)(=O)N2CCOCC2)cc1NC(=O)C1=COCCO1	i	i	i	i	i	i	i	i	i	i	i
CC1(C)C(=O)OC(c2cccn2-c2ccc([N+](=O)[O-])cc2)C(C)(C)C1=O (stereo not given)	i	i	i	i	i	i	i	-5.05*	i	i	i
COc1ccccc1OCC(=O)Nc1cccc(-c2nnc(-c3ccco3)o2)c1	i	i	i	i	i	i	i	i	i	i	i
O=C(Nc1ccc(Cc2ccncc2)cc1)c1cc(F)c(F)cc1Cl	i	i	i	i	i	i	i	i	i	i	i
CCOC(=O)C1CCCN(C(=O)c2cc3ccccc3oc2=O)C1 (stereo not given)	i	i	i	i	i	i	i	i	i	i	i
CCC(=O)N1CCN(c2nc(-c3ccccc3)c3c(c2C#N)CCCC3)CC1	i	i	i	i	i	i	i	i	i	i	i
COc1ccc(-c2csc3ncn(-c4ccc(C)cc4)c(=O)c23)cc1OC	i	i	i	i	i	i	i	i	i	i	i
Cc1nc(Nc2cnc(/C=C/c3cc(C(=O)Nc4cccc(C(F)(F)F)c4)ccc3C)cn2)cc(N2CCNCC2)n1	i	i	i	i	x	i	i	i	i	i	i
CCn1c(=O)ccc2cc([N+](=O)[O-])ccc21	i	i	i	i	i	i	i	i	i	i	i
O=C(Cc1ccc(-n2c(=O)c3ccccc3n(Cc3ccc(F)cc3)c2=O)cc1)NCC1CCCO1 (stereo not given)	i	i	i	i	i	i	i	i	i	i	i
COc1ccc(CCNC(=O)c2ccc(N3CCCC3=O)cc2)cc1OC	i	i	i	i	i	i	i	i	i	i	i
Cc1ccc(C)c(N2CCN(C(=O)c3cc4ccccn4n3)CC2)c1	i	i	i	i	i	i	i	i	i	i	i
O=C1CN(C(=O)c2cccc(S(=O)(=O)N3CCCC3)c2)c2ccccc2N1	i	i	i	i	i	i	i	i	i	i	i
C=CCN1CCN(c2ccncc2S(=O)(=O)N2CCOCC2)CC1	i	i	i	i	i	i	i	i	i	i	i
CCCCN1C(=O)C2(OCCCO2)c2cccc(C)c21	i	i	i	i	i	i	i	i	i	i	i
O=C(Nc1nc(-c2ccc(Cl)s2)cs1)c1ccco1	i	i	i	i	i	6.54*	i	i	i	i	i
Cc1cc(C)nc(NC(=S)NC(=O)c2ccccc2)n1	i	i	i	i	i	i	i	i	i	i	i
CCOC(=O)Cn1c(=O)oc2cc(S(=O)(=O)NC(C)c3ccccc3)ccc21 (stereo not given)	i	i	i	i	i	i	i	i	i	i	i
O=C(C1CCCN(S(=O)(=O)c2cccs2)C1)N1CCc2ccccc2C1 (stereo not given)	i	i	i	i	i	i	i	i	i	9.63*	i
CCn1cc(CN2CCc3c([nH]c4ccccc34)C2c2cccc(OC)c2OC)c(C)n1 (stereo not given)	i	i	i	i	i	i	i	-5.4*	i	i	i
COc1ccc(CCNC(=O)CCS(=O)(=O)c2ccc3c(c2)NC(=O)CS3)cc1OC	i	i	i	i	i	i	i	i	i	i	i

(listing goes on)
molecule	TRPC4 PAM	TRPC4 act	TRPC6 inhibitor	TMEM16A inh	TMEM16A act	RGS4 block	MrgX1 agonist	MrgX1 antag	TRPC6 activator	MrgX1 allo act	TRPC4 inh
CCn1c(CNC(=O)c2cccc(C)c2)nnc1SCC(=O)NC1=NCCS1	i	i	i	i	i	i	i	i	i	i	i
O=C1Nc2cc(C(=O)NCC3CCCO3)ccc2S/C1=C/c1ccccc1F (stereo not given)	i	i	i	i	i	i	i	i	i	i	i
CCNC(=O)COc1ccc(/C=N/NC(=O)c2cccnc2)cc1OC	i	i	i	i	i	i	i	i	i	i	i
CC1CCC(C(C)C)C(OCC[N+](C)(C)C)C1 (stereo not given)	i	i	-7.73*	i	i	i	i	i	i	i	i
CN(C)C(=O)c1ccc2c(c1)n(C)c(=O)n2C	i	i	i	i	i	i	i	i	i	i	i
O=C(Nc1ccc(NS(=O)(=O)c2ccccc2)cc1)c1ccc(Cl)cc1	i	i	i	i	i	i	i	i	i	i	i
O=C(CCC(=O)Nc1cccc(Cl)c1)N/N=C/c1cc([N+](=O)[O-])ccc1O	i	i	i	i	i	i	i	i	i	i	i
Cc1sc2ncn(CC(=O)NCCN(C)C)c(=O)c2c1S(=O)(=O)N1CCC(C)CC1	i	i	i	i	i	i	i	i	i	i	i
O=C(Nc1ccc(F)cc1)N(Cc1cccs1)Cc1cc2cc3c(cc2[nH]c1=O)OCO3	i	i	i	i	i	i	i	i	i	i	i

Bioassay records: PubChem, Johns Hopkins Ion Channel Center
